# High-throughput results (PubChem BioAssay)
# rCAG RNA binder: binds r(CAG) RNA repeats; inhibition, % at 3 µM; r(CAG) RNA repeat, TO-PRO-1 dye displacement fluorescence; AID 651821; actives 1.3% (n = 370,000);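 active means inhibition above the plate cutoff, the mean of all test compounds on that plate plus 3 SD, cut at about 35% in these data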;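 further: 0% = DMSO alone and 100% = 100 µM mitoxantrone as full dye displacement; higher means more dye released from RNA so lower well fluorescence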
# Rev-erbA mod: modulators of human Rev-erb alpha DNA binding; actives 0.79% (n = 370,000); Rev-erbα–FITC-DNA binding, fluorescence polarization, 90 min; activity, % at 10 µM;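 active means activity above about 14%, limit read from the data; passing the limit was not always enough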;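 further: 0% = DMSO wells with 35 nM protein and 100% = DMSO wells with 750 nM protein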
# LEDGF integ inh: blocks HIV-1 LEDGF/p75-dependent DNA integration; TR-FRET IN-LEDGF/p75 DNA integration, Eu/Cy5; inhibition, % at 3.7 µM; actives 0.64% (n = 370,000); AID 743269;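 active means inhibition above the screen-wide mean plus 3 SD, cut at about 13% in these data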;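 further: signal is the Cy5 over europium emission ratio at 671 and 618 nm; 0% = plate median of compound wells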
# TCR-CD3 inh: blocks the human TCR-CD3 interaction; TAMRA-labeled TCR probe fluorescence, biochemical; actives 0.37% (n = 360,000); inhibition, % at 9.4 µM; in the data active means inhibition above about 19%;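 further: recombinant mutant TCR 2C K166C tagged with TAMRA read by polarization; 0% = receptor in buffer alone and 100% = receptor with positive control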
# MBD2 DNA inh: blocks human MBD2 binding to methylated DNA; inhibition, % at 4.4 µM; actives 0.31% (n = 370,000); TR-FRET, MBD2 binding to methylated oligonucleotide; Q9UBB5; in the data active means inhibition above about 13%
# UHRF1 binding: human UHRF1 methylated DNA binding inhibitors | Q96T88 | UHRF1 binding to methylated oligo, TR-FRET | inhibition, % at 4.4 µM | actives 0.75% (n = 370,000) | AID 687016; in the data active means inhibition above about 21%;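 further: UHRF1 SRA domain binding a hemimethylated CpG hairpin DNA probe; 0% = median of test compound wells and 100% = reference inhibitor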
# PRMT1 FP inh: blocks human protein arginine methyltransferase 1. Q99873. recombinant PRMT1, activity-based probe fluorescence polarization. inhibition, % at 2.79 µM. actives 1.3% (n = 370,000). AID 652257;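 active means inhibition above about 21% made by adding two undisclosed values, limit read from the data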
# Target sequence (Q99873 whole entry, looked up): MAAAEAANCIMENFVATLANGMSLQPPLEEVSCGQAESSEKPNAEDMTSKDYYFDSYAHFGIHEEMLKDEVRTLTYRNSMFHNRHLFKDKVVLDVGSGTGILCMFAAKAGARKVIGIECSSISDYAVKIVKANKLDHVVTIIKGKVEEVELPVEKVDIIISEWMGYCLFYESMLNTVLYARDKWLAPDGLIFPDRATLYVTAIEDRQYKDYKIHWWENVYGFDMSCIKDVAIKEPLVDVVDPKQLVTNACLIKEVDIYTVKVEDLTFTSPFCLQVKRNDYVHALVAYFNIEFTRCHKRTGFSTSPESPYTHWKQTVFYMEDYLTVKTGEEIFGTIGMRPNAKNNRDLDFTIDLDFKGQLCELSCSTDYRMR
# PG9 binder: PG9 antibody binding by small molecule; TR-FRET gp120-PG9 antibody binding; inhibition, % at 6.7 µM; actives 0.43% (n = 360,000); in the data active means inhibition above about 8.5%
# ABHD4 inh: inhibitors of mouse ABHD4; purified mABHD4, FP-Rh probe fluorescence polarization; AID 720543; inhibition, % at 8.92 µM; actives 0.54% (n = 370,000);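 active means inhibition exceeding the mean over every tested compound plus 3 SD, cut at about 30% in these data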;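 further: 0% = plate median of compound wells and 100% = S159A mutant with DMSO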
#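 Assay system: wild-type mouse ABHD4 protein; compound: single nominal dose of 8.92 µM, 0.89% DMSO final; schedule: 45 min + 60 min at 25 °C; measured by: FP readout, ex 525 nm / em 598 nm; evaluation: % inhibition of FP-Rh probe binding versus controls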
# HTRA1 inh: HTRA1 (human) protease inhibition; Q92743; AID 504803; recombinant HTRA1, FP-rhodamine activity-based probe, fluorescence polarization; inhibition, % at 5.96 µM; actives 0.5% (n = 340,000); in the data active means inhibition above about 36%;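 further: 0% = enzyme with DMSO and 100% = wells lacking enzyme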
# Target sequence (Q92743 whole entry, looked up): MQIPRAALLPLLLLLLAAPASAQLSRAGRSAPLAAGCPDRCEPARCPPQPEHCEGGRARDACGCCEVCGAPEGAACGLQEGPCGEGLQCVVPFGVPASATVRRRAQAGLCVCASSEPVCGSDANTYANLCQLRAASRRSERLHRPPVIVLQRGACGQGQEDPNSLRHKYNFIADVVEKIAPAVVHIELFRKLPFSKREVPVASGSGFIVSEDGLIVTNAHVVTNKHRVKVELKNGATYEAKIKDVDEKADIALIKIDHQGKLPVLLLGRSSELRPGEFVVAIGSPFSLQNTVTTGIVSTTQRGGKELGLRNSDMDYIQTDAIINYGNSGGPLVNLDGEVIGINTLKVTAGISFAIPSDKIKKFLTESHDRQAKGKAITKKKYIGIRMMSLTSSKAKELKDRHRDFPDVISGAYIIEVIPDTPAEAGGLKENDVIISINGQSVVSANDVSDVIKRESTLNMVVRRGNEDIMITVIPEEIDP
# * hit, by the source's call; . = not tested or not shown. This is a subset, so the mix of outcomes need not match the whole.
1: O=C(CNC(=O)c1ccc(Br)o1)NC1CCCCCC1
2: Cn1ncc2cc(NC(=S)NC(=O)c3ccccc3)ccc21
3: Cc1ccc(C(=O)NCC(=O)NCC(c2cccs2)N(C)C)cc1C (stereo unspecified)
4: CCOc1ccc(N(CC(=O)Nc2c(C)n(C)n(-c3ccccc3)c2=O)S(=O)(=O)c2ccc(C)c(C)c2)cc1
5: COc1cc(C2C(C(=O)c3ccco3)=C(O)C(=O)N2c2cc(C)on2)ccc1OCc1ccccc1 (stereo unspecified)
6: Cc1nnc(SCC(=O)N2CCCCCC2)n(N)c1=O
Screen / compound no.,1,2,3,4,5,6
rCAG RNA binder,1,-2,3,2,10,-1
Rev-erbA mod,-3,0,-5,-2,4,1
LEDGF integ inh,3,-3,0,0,-2,-1
TCR-CD3 inh,-13,2,-1,.,5,-2
MBD2 DNA inh,-6,1,-3,-5,3,-1
UHRF1 binding,3,-1,-2,-1,0,0
PRMT1 FP inh,-4,1,-2,1,5,-3
PG9 binder,0.5,-1.1,0.5,.,0.6,0.2
ABHD4 inh,-12,-4,1,-5,-1,1
HTRA1 inh,3,-7,6,.,.,-5

7: S=c1[nH]c2ccc(Cl)cc2[nH]1
8: CCOC(=O)CNC(=O)Cn1cnc2c(nnn2-c2cccc(OC)c2)c1=O
9: COCCNc1oc(-c2ccccc2Cl)nc1C#N
10: CCCCn1c(N)c(N(C)C(=O)c2cc3c(F)cccc3s2)c(=O)[nH]c1=O
11: CCC(C)C(CO)NC(=O)/C=C/[C@H]1O[C@@H](n2cnc3c(NC(=O)c4ccccc4)ncnc32)[C@H](O)[C@@H]1O (stereo partly specified)
12: NC(=O)[C@H]1CC2(CC(c3cccc(NC(=O)CC(c4ccccc4)c4ccccc4)c3)=NO2)CN1C(=O)CC(c1ccccc1)c1ccccc1 (stereo partly specified)
Screen / compound no.,7,8,9,10,11,12
rCAG RNA binder,1,0,-2,9,0,14
Rev-erbA mod,-5,-2,0,0,3,-3
LEDGF integ inh,0,4,-3,-2,-4,0
TCR-CD3 inh,0,7,-2,-2,1,22*
MBD2 DNA inh,-2,3,1,-1,6,3
UHRF1 binding,-2,1,2,-5,20,10
PRMT1 FP inh,1,-7,4,1,1,1
PG9 binder,4.2,-2.1,-1.4,-1.4,0.5,-0.3
ABHD4 inh,5,-4,-6,-2,1,-81
HTRA1 inh,-2,0,-6,3,.,-110

# Quoted at random: 3 records from the list, in no set order.
5: COc1cc(C2C(C(=O)c3ccco3)=C(O)C(=O)N2c2cc(C)on2)ccc1OCc1ccccc1 (stereo unspecified)
7: S=c1[nH]c2ccc(Cl)cc2[nH]1
4: CCOc1ccc(N(CC(=O)Nc2c(C)n(C)n(-c3ccccc3)c2=O)S(=O)(=O)c2ccc(C)c(C)c2)cc1
Screen / compound no.,5,7,4
rCAG RNA binder,10,1,2
Rev-erbA mod,4,-5,-2
LEDGF integ inh,-2,0,0
TCR-CD3 inh,5,0,.
MBD2 DNA inh,3,-2,-5
UHRF1 binding,0,-2,-1
PRMT1 FP inh,5,1,1
PG9 binder,0.6,4.2,.
ABHD4 inh,-1,5,-5
HTRA1 inh,.,-2,.

# Continued:
13: CCOc1ccc(NC(=O)C/C(C)=N/NC(=O)Cc2ccc(Cl)cc2)cc1
14: CCN(CC)S(=O)(=O)c1ccc(-c2nnc(SCC(=O)Nc3nc(C)cs3)o2)cc1
15: COc1cccc(CN(C)[C@H]2C[C@H]3c4[nH]c5ccccc5c4CCN3C[C@H]2[C@H](C)O)c1OC
16: COc1ccc(NC(=O)c2ccco2)cc1NC(=O)c1ccc(Br)o1
17: CSc1ccc(CN2C(=O)C(C)Oc3c(C(C)=O)cccc32)cc1 (stereo unspecified)
18: CC1Cc2ccccc2N1C(=O)COC(=O)c1ccc(Cl)c(S(=O)(=O)N2CCOCC2)c1 (stereo unspecified)
Screen / compound no.,13,14,15,16,17,18
rCAG RNA binder,1,4,2,1,-1,3
Rev-erbA mod,11,2,-7,-5,0,-5
LEDGF integ inh,-1,5,-3,0,-4,5
TCR-CD3 inh,-1,-11,5,1,-1,4
MBD2 DNA inh,-1,5,-3,-5,-1,-3
UHRF1 binding,-2,-1,1,0,0,-2
PRMT1 FP inh,-2,5,0,-1,2,-1
PG9 binder,-2.3,-0.1,4.9,0.1,-0.7,-2.3
ABHD4 inh,-4,-1,8,2,-1,-3
HTRA1 inh,-4,11,.,-6,.,-4

# Screen by screen, as entered above.
# Rev-erbA mod, nos. 13 to 18, in order: 11, 2, -7, -5, 0, -5
# PG9 binder, nos. 13 to 18, in order: -2.3, -0.1, 4.9, 0.1, -0.7, -2.3

# Going on with the list:
19: COc1ccc(CCNC(=O)CN(C)S(=O)(=O)c2ccc(OC)cc2)cc1
20: Cn1c(=O)c2c(O)c([N+](=O)[O-])c(=O)n(C)c2n(C)c1=O
21: Cc1ccc(NCC(=O)c2ccc(C)cc2)cc1
22: CCc1c(C#N)c(SCCC(=O)Nc2ccc(C)cc2)nc2c1C(=O)CC(C)(C)C2
23: C1C2CC3C1C3C2=NN=C1C2CC3C(C2)C13
24: Cc1cc(=O)oc2cc(OCC(O)Cn3ccnc3)ccc12 (stereo unspecified)
Screen / compound no.,19,20,21,22,23,24
rCAG RNA binder,-7,-3,0,2,2,1
Rev-erbA mod,-2,2,2,7,-9,-6
LEDGF integ inh,0,3,3,1,-1,3
TCR-CD3 inh,0,1,11,0,2,9
MBD2 DNA inh,0,-1,-5,-1,-5,-7
UHRF1 binding,0,-3,1,13,2,-4
PRMT1 FP inh,-4,-8,2,-1,0,0
PG9 binder,-0.1,-2.0,0.0,0.9,0.6,-0.1
ABHD4 inh,6,8,-1,0,-1,2
HTRA1 inh,3,.,2,-33,.,8

25: Cc1ccc(N(CC(=O)N/N=C/c2cccc(Br)c2)S(C)(=O)=O)cc1
26: COc1ccc(C(CNC(=O)c2cccc(N(C)C)c2)N2CCCC2)cc1 (stereo unspecified)
27: CCOc1ccc(CCNC(=O)C2CC(=O)N(CCc3ccc(OC)c(OC)c3)C2)cc1OCC (stereo unspecified)
28: CN(C)CCOC(=O)C1(c2ccccc2)CCCC1
29: COc1ccccc1C1CC(=O)n2c(nc(-c3ccccc3)c2-c2ccccc2)S1 (stereo unspecified)
30: Cn1c(Cn2c(=O)sc3ccccc32)nnc1SCC(=O)Nc1ccc(Cl)cc1
Screen / compound no.,25,26,27,28,29,30
rCAG RNA binder,-1,8,-8,-3,9,0
Rev-erbA mod,-4,3,-2,-1,-2,3
LEDGF integ inh,0,4,1,0,-1,0
TCR-CD3 inh,6,4,4,4,8,-2
MBD2 DNA inh,5,3,1,1,1,2
UHRF1 binding,-2,6,0,2,1,1
PRMT1 FP inh,-4,-1,-1,0,4,0
PG9 binder,-1.4,-1.1,-0.1,0.0,-1.2,1.0
ABHD4 inh,7,-4,-6,-1,-1,-3
HTRA1 inh,-5,3,-7,4,2,4

31: O=C(NCC1CCCO1)c1ccc(COc2ccc(F)cc2)o1 (stereo unspecified)
32: COC(=O)c1cc(Br)c(=O)n(-c2ccc(OC)cc2)c1
33: CC(C)C[C@@H]1CN=C(N)N1C[C@@H]1CCCN1C[C@@H](C(C)C)N1C[C@@H](Cc2ccccc2)N(CCc2ccc(Cl)c(Cl)c2)C1=N
34: COCCNC(=O)CN(C)S(=O)(=O)c1ccc2c(c1)OCCO2
35: O=C(c1ccc(-c2ccccc2)c(F)c1)C1CCCN(C(=O)c2cncs2)C1 (stereo unspecified)
36: CSC1=NCCN1CCOc1ccccc1
Screen / compound no.,31,32,33,34,35,36
rCAG RNA binder,1,1,7,-2,-3,0
Rev-erbA mod,3,1,-2,2,-6,0
LEDGF integ inh,-2,-2,-2,-2,0,1
TCR-CD3 inh,4,-4,4,4,-4,7
MBD2 DNA inh,-2,-1,0,0,0,0
UHRF1 binding,0,-2,-1,0,3,0
PRMT1 FP inh,-5,-3,0,-1,-1,3
PG9 binder,-1.3,9.9*,-1.2,-2.3,-1.1,-0.8
ABHD4 inh,-3,7,34*,4,-5,0
HTRA1 inh,-1,1,1,2,-9,.

37: O=C(CCc1nnc(CCCc2ccccc2)o1)N1CCCCCC1
38: CCCCn1c(N)c(N(CC(C)C)C(=O)c2cccc(OCc3ccccc3)c2)c(=O)[nH]c1=O
39: Cn1c(=O)c2c(nc(OC3CCCCCC3)n2C)n(C)c1=O
40: CCCC(=O)Nc1ccc(C(=O)NCc2ccccc2Cl)cc1
41: O=C(NCCc1ccccc1)C1CCC(CNS(=O)(=O)c2cccc3cccnc23)CC1 (stereo unspecified)
42: CCOC(=O)c1sc2nc(CC(=O)OC)nc(NCCN3CCOCC3)c2c1C
Screen / compound no.,37,38,39,40,41,42
rCAG RNA binder,-8,-7,1,-1,-5,7
Rev-erbA mod,-1,-3,-1,4,-6,1
LEDGF integ inh,-6,-1,0,1,1,-1
TCR-CD3 inh,1,-2,1,0,4,1
MBD2 DNA inh,0,-2,5,4,8,-1
UHRF1 binding,-1,2,-3,1,5,-2
PRMT1 FP inh,4,0,-2,1,7,-3
PG9 binder,0.7,1.9,-0.3,-0.4,-0.7,-1.2
ABHD4 inh,5,3,3,-11,-14,-2
HTRA1 inh,0,2,0,-10,-7,-9

43: COc1cccc(CNC(=S)Nc2cc(C)ccc2C)c1
44: CC(=O)N1N=C(c2ccco2)CC1c1cc2cc(C)ccc2nc1Cl (stereo unspecified)
45: CC(NC(=O)c1ccncc1)C(c1cccs1)N1CCOCC1 (stereo unspecified)
46: CC(=O)Nc1ccc(-c2csc(Nc3cc(C)ccn3)n2)cc1
47: CCCc1cc(=O)[nH]c(SCC)n1
48: Cc1ccc(S(=O)(=O)N(C)CC(=O)N/N=C/c2ccc(C)o2)cc1
Screen / compound no.,43,44,45,46,47,48
rCAG RNA binder,-2,4,-3,11,0,1
Rev-erbA mod,-4,-3,-2,-1,-4,5
LEDGF integ inh,-1,2,-3,2,-1,1
TCR-CD3 inh,2,-6,3,4,10,1
MBD2 DNA inh,1,0,-4,-1,1,2
UHRF1 binding,-2,0,0,-2,0,-4
PRMT1 FP inh,0,-1,-3,-2,-1,-3
PG9 binder,0.4,-0.1,-2.1,-0.3,2.0,-2.7
ABHD4 inh,-7,2,-1,14,-5,-2
HTRA1 inh,-4,.,-8,4,5,-4

49: Nc1c(C(=O)OCC(=O)NCc2ccccc2)[nH]c(=O)[nH]c1=O
50: COCCN(C(=O)c1cc2c(s1)CCCCC2)c1c(N)n(Cc2ccccc2)c(=O)[nH]c1=O
51: COC(=O)[C@@]12CCCCN1[C@H](c1ccc(-c3ccccc3)c(OC)c1)[C@H]1C(=O)N(C)C(=O)[C@H]12
52: O=C(Nc1ccc(Cl)cn1)c1cnn2cccnc12
53: O=C(Nc1nc2ccccc2n1CCN1CCOCC1)c1ccccc1
54: CC(=O)Cc1nsc(NC(=O)c2ccco2)n1
55: CC(=O)N1CC=C2C(C#N)=C(N)C(C#N)(C#N)[C@H](c3ccoc3)[C@H]2C1
56: CCn1c(CNC(=O)Cc2ccc(OC)cc2)nnc1SCC(=O)Nc1ccc(C(=O)O)cc1
Screen / compound no.,49,50,51,52,53,54,55,56
rCAG RNA binder,-4,-3,3,-2,-3,3,-10,2
Rev-erbA mod,-5,2,8,-3,-5,-3,-2,-7
LEDGF integ inh,-1,-1,0,2,-2,-1,1,2
TCR-CD3 inh,-2,3,-8,2,0,-2,9,5
MBD2 DNA inh,0,3,0,5,0,-1,-5,0
UHRF1 binding,-8,-1,1,-2,1,1,-7,-1
PRMT1 FP inh,4,0,-1,1,2,0,21,1
PG9 binder,-1.8,-0.6,0.1,-1.7,0.8,-1.6,-2.7,-1.4
ABHD4 inh,10,0,6,-6,-3,0,15,3
HTRA1 inh,1,2,-2,2,5,0,8,4
